Screens as filed in PubChem BioAssay.
AddAB inh: less growth of phage-infected E. coli with AddAB; actives 0.29% (n = 330,000); E. coli expressing H. pylori AddAB, absorbance growth; AID 435030; inhibition, % at 11.9 µM; in the data active = inhibition above about 12%;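 also: 0% = vehicle wells of infected cells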
DSG3 Ab inh: human desmoglein-3 autoantibody binding inhibition; P32926; DSG3-coupled beads, scFv-anti-DSG3-GFP binding, flow cytometry; hits give low values; binding (percent of control), % at 10 µM; actives 0.48% (n = 310,000);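 active = binding more than 3 SD below its plate's average and above zero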;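 also: hits lower antibody fragment binding to DSG3; some compounds called inactive have numbers as strong as hits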
MOR-DOR inv ag: inverse agonists of human mu-delta opioid receptor heterodimerization. actives 0.21% (n = 340,000). inhibition, % at 9.3 µM. P35372+P41143. cell-based MOR-DOR heterodimer luminescence, inverse agonism; in the data active = inhibition above about 22%, passing the limit was not always enough;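 also: 0% = cells with DMSO and 100% = wells without cells with DMSO; values of inactives mirror those of a sister screen read the other way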
Target sequence (P35372 whole entry, looked up): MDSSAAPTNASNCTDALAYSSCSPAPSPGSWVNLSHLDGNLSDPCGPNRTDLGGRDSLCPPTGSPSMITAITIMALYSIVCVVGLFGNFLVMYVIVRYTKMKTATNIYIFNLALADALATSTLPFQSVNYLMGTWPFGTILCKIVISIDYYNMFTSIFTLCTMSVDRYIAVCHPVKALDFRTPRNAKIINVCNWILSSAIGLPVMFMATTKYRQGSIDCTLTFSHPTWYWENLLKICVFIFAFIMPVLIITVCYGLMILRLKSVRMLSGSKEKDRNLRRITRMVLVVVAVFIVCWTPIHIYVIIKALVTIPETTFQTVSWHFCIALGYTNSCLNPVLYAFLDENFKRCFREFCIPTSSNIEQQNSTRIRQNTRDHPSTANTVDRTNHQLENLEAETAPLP
Target sequence (P41143 whole entry, looked up): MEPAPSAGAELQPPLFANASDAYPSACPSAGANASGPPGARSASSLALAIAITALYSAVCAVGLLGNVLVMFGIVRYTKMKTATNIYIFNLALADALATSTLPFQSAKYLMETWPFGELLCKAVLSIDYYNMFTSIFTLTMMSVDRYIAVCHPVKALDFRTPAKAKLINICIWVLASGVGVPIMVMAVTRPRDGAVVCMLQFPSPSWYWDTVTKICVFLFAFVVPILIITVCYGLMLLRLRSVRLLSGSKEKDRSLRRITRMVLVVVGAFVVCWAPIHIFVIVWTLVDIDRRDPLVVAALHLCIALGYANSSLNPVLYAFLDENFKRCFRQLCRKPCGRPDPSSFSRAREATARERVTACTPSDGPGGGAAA
Ecoli viability: counter-screen for AddAB inhibitors: E. coli growth inhibition. E. coli V3065 growth, OD600 absorbance, 18 h. inhibition, % at 11.9 µM. AID 449728. actives 0.27% (n = 330,000);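 active = inhibition above the campaign's mean inhibition across all tested compounds plus 3 SD, cut at about 9.9% in these data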;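 also: uninfected addAB+ strain grown without phage in ampicillin broth; 0% = DMSO wells and 100% = ciprofloxacin 0.95 µg/ml wells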
HTR5A ag: counter-screen for OPRM1-OPRD1 agonists: human HTR5A agonism; P47898; HTR5A agonist assay, luminescence, cell-based; activation, % at 9.3 µM; actives 0.61% (n = 340,000); in the data active = activation mostly above about 9.5%, no sharp cut-off; inactive = mostly below about 7.6%;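 also: 0% = cells with vehicle only and 100% = reference agonist; strong numbers were not always called active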
PKA-R1A act: activators of PKA-R1A complex; P00514+P68181; PKA-R1A dissociation, Cy5-IP20 fluorescence polarization; scaled: DMSO 0%, 113 µM cGMP 100%; activation, % at 11.4 µM; actives 0.083% (n = 340,000); AID 504707;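 active = percent activation above the mean of all tested compounds plus 3 SD, cut at about 19% in these data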;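 also: higher means more PKAc released from R1A so a rise in polarization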
OPRM1-OPRD1 ag: agonists of human mu-delta opioid receptor heterodimerization. activation, % at 9.3 µM. actives 0.3% (n = 340,000). P35372+P41143. cells, OPRM1-OPRD1 heterodimerization, luminescence. AID 504326; in the data active = activation above about 18%;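 also: 0% = vehicle-treated cells and 100% = reference agonist; values of inactives mirror those of a sister screen read the other way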
PfHsp90 set2: growth inhibition of yeast expressing Plasmodium Hsp90. inhibition, % at 9.4 µM. S. cerevisiae expressing PfHsp90, BacTiter-Glo ATP, 48 h; yeast lacking PDR1 and PDR3 efflux regulators. actives 0.32% (n = 310,000);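 active = every replicate shows inhibition above about 80%, whatever the replicate mean, limit read from the data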;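 also: 0% = DMSO neutral controls and 100% = 20 µM radicicol positive controls; yeast relying on Plasmodium falciparum Hsp90 in place of its own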
SUMO Mot1 rescue: SUMOylation pathway inhibition by Mot1-301 growth rescue; S. cerevisiae Mot1-301 growth rescue, ATP luminescence, 38.5C; percent above DMSO median, 100 means doubled; AID 2716; actives 1% (n = 320,000); growth rescue, % at 18.8 µM;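 active = every valid replicate shows activation above 250% relative to neutral control wells; inactive = the rest, any valid replicate at or below 250%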;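 also: OY570 slx delta 5 strain wells were the positive control but not used for scaling; some compounds called inactive have numbers as strong as hits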
HTR5A inv ag: counter-screen for OPRM1-OPRD1 inverse agonists: human HTR5A inverse agonism; P47898; HTR5A cell line, luminescence; inhibition, % at 9.3 µM; actives 0.083% (n = 340,000); in the data active = inhibition mostly above about 23%, no sharp cut-off; inactive = mostly below about 18%;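 also: 0% = cells with DMSO and 100% = no-cell wells with DMSO; some compounds called inactive have numbers as strong as hits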
phage Ecoli inh: E. coli growth loss with phage present. growth absorbance. inhibition, % at 11.9 µM. actives 0.26% (n = 360,000). AID 651602; in the data active = inhibition above about 11%
* hit, by the source's call; nt = no result given.

SMILES | AddAB inh | DSG3 Ab inh | MOR-DOR inv ag | Ecoli viability | HTR5A ag | PKA-R1A act | OPRM1-OPRD1 ag | PfHsp90 set2 | SUMO Mot1 rescue | HTR5A inv ag | phage Ecoli inh
CC(C)(C)NC(=O)CCCCCCCC(=O)NC(C)(C)C | -1.5 | 99 | 7 | 1.5 | 8 | 2 | -1.3 | 24 | -7 | -22 | 2.2
CC(C)(C)C(=O)Nc1ccc(C(=O)N/N=C/c2ccccc2OC(=O)c2ccccc2)cc1 | -1.0 | 99 | 4 | 2.9 | -6 | -15 | -0.7 | -2 | 13 | 15 | 4.4
CCN(CC(=O)Nc1cc(Cl)ccc1C)C(=O)CCS(=O)(=O)c1ccc(C)cc1 | -0.2 | 102 | 16 | -1.6 | 3 | 2 | -3.1 | nt | 4 | -8 | 4.0
CCCCCCCCOc1ccc(C2OC34CCCCC3C(C#N)(C#N)C2(C#N)C(=N)O4)cc1 (configuration not stated) | 1.2 | 108 | -2 | -4.0 | 1 | 2 | 0.6 | -1 | 9 | -12 | nt
Cc1ccc(NC(=O)CNC(=O)COc2ccccc2)nc1 | 1.2 | 98 | 13 | 1.3 | -20 | 4 | -2.5 | nt | -4 | 49* | 3.3
O=C(O)CCC(=O)N(Cc1ccco1)c1nc(-c2ccccc2)cs1 | 0.5 | 106 | 12 | -0.3 | -3 | -6 | -2.7 | nt | 264 | 7 | 0.1
O=C(NCC1CCCO1)c1ccc2c(c1)N(Cc1ccc(F)cc1Cl)C(=O)CS2 (configuration not stated) | 2.7 | 100 | 13 | -0.2 | 2 | -3 | -2.3 | 21 | -8 | -2 | 0.3
CC1CCCCN1S(=O)(=O)c1cccc2cccnc12 (configuration not stated) | 2.3 | 103 | 7 | 0.4 | -2 | 2 | -1.3 | -2 | -19 | 5 | 1.5
O=C(NCc1ccc(F)cc1)c1c(O)c2cccc3c2n(c1=O)CCC3 | -3.7 | 103 | 10 | -0.3 | 0 | 6 | -1.9 | 0 | 10 | -1 | 2.8
COc1ccc2ccc(Oc3ncccn3)cc2c1 | 5.6 | 100 | 7 | -2.0 | 0 | -17 | -1.3 | -12 | -11 | 3 | 3.0
O=C(CSc1nc2cc(Cl)ccc2s1)c1ccco1 | 0.9 | 103 | -15 | -2.2 | -3 | 8 | 2.5 | -42 | 34 | -18 | 1.9
FC(F)(F)c1cccc(CNC2c3ccccc3-c3ccccc32)c1 | -2.2 | 89 | -13 | -0.7 | 4 | -4 | 2.8 | -5 | 13 | -13 | 1.8
Cc1ccc2c(c1)cc(CN(Cc1cccnc1)C(=O)c1ccccc1)c1nnnn12 | -1.7 | nt | 3 | 1.1 | 4 | -5 | -0.7 | -10 | nt | -3 | 4.0
CCC(CC)C(=O)Nc1ccc(C(=O)Nc2cc(C)on2)cc1 | -0.6 | 121 | 7 | -1.0 | 0 | -7 | -1.3 | nt | -1 | 26 | 1.8
COc1ccc2nc(C)cc(N3CCOCC3)c2c1 | 2.0 | 97 | 13 | -1.0 | 2 | -6 | -2.3 | 8 | 9 | -3 | 0.1

3 of the entries above in order of the MOR-DOR inv ag value, largest number first.
structure,MOR-DOR inv ag
Cc1ccc(NC(=O)CNC(=O)COc2ccccc2)nc1,13
CCC(CC)C(=O)Nc1ccc(C(=O)Nc2cc(C)on2)cc1,7
O=C(CSc1nc2cc(Cl)ccc2s1)c1ccco1,-15

Going on with the list:
SMILES | AddAB inh | DSG3 Ab inh | MOR-DOR inv ag | Ecoli viability | HTR5A ag | PKA-R1A act | OPRM1-OPRD1 ag | PfHsp90 set2 | SUMO Mot1 rescue | HTR5A inv ag | phage Ecoli inh
Fc1ccc(Oc2nnnn2-c2ccccc2)cc1 | 1.8 | 105 | -3 | 1.2 | -2 | 6 | 0.5 | 25 | -10 | 4 | 2.5
CS(=O)(=O)Nn1cnc2ccccc2c1=O | 2.6 | nt | 10 | -0.3 | -4 | -8 | -2.1 | 2 | 301 | -15 | -0.1
OC(CNCc1ccncc1)c1ccccc1 (configuration not stated) | 1.5 | 103 | 4 | 3.0 | 3 | -9 | -0.8 | -9 | 50 | -12 | -1.3
CC1(CCc2ccccc2)NC(=O)N(CC(=O)Nc2ccc(S(N)(=O)=O)cc2)C1=O (configuration not stated) | 3.4 | 99 | -4 | 1.7 | 3 | -6 | 0.7 | 28 | 336 | -22 | 3.0
N#Cc1ccc(NC(=O)CSc2n[nH]c(=O)n2C2CC2)cc1 | 1.6 | 108 | 1 | -2.1 | -1 | -1 | -0.2 | 23 | -15 | 3 | -0.7
O=C(/C=C/c1ccccc1)NC1CCSC1=O (configuration not stated) | 3.6 | 84 | 12 | 2.4 | 2 | 0 | -2.5 | 38 | -5 | -6 | -0.1
COc1ccccc1CNCC(=O)Nc1cc(S(=O)(=O)N2CCOCC2)ccc1Cl | -0.1 | 88 | 12 | -1.2 | 2 | 2 | -3.0 | -5 | 4 | -5 | 3.3
CCOC(=O)c1sc(NC(=O)CCN2CCOCC2)c(C(=O)OCC)c1C | 0.8 | 98 | 2 | 2.1 | 5 | -4 | -0.3 | -28 | nt | -8 | 4.2
O=C(c1ccco1)N1CCN(C(=S)NCc2ccc(F)cc2)CC1 | 0.8 | 100 | 9 | 0.5 | 0 | 0 | -1.3 | 26 | 6 | -23 | 1.2
Clc1ccc(COn2c(-c3ccc(Cl)cc3)nc3ccccc32)cc1 | 3.8 | 105 | -17 | 3.1 | 1 | 5 | 3.5 | nt | 2 | -3 | 3.1
CC(=O)C1C(c2ccc(Br)cc2)c2c(noc2C)CC1(C)O (configuration not stated) | 1.7 | 107 | -14 | 2.5 | -1 | -15 | 2.8 | 9 | -15 | -30 | 0.4
CC(C)[C@H](NC(=O)c1ccccc1)C(=O)OCc1nc2scc(-c3ccccc3)c2c(=O)[nH]1 | -1.4 | 101 | -6 | -2.1 | 1 | -7 | 1.1 | -34 | 6 | -3 | 4.2
O=C(c1ccccc1)c1cccc(NC(=O)c2ccco2)c1 | 0.7 | 100 | 0 | 0.5 | 3 | -2 | 0.0 | -23 | nt | -12 | 3.0
COc1ccccc1Nc1nc(N)nc(CSc2nncn2C)n1 | 0.6 | 104 | 4 | -0.8 | 3 | -4 | -0.7 | 2 | 164 | 1 | 2.0
COCCN(C(=S)Nc1cccc(C)c1C)C(C)c1ccco1 (configuration not stated) | 3.4 | 101 | -3 | 0.5 | -3 | 2 | 0.6 | -7 | nt | -21 | -0.1
CCCc1ccc(Oc2cc(NN3CCCCC3)c([N+](=O)[O-])cc2[N+](=O)[O-])cc1 | 1.6 | 100 | 10 | 1.9 | 13 | -3 | -1.8 | 4 | -10 | -38 | 1.4
CC(C)(C)C(=O)Cn1c(=O)n(-c2ccc(F)cc2F)c(=O)c2sccc21 | -0.9 | 101 | 12 | -1.2 | -2 | -17 | -2.3 | -6 | -13 | -3 | 1.1
COc1ccc(S(=O)(=O)N2CCN(C)CC2)cc1 | -0.2 | 97 | 8 | -0.1 | 1 | -7 | -1.8 | -13 | 2 | -5 | 0.2
Nc1ccccc1Nc1cc(-c2ccccc2)nn1-c1cccc(Cl)c1 | 1.8 | 98 | -77 | -3.7 | 4 | -8 | 13 | 34 | 30 | -11 | 3.7
CCCC(=O)C1=C(O)C(C(=O)OC)C(C)(C)CC1=Nc1ccc(N)cc1 (configuration not stated) | 0.7 | 106 | 16 | -2.2 | -2 | 3 | -3.3 | nt | nt | 4 | 3.0
Cc1ccc(NC(=O)CS(=O)CC(=O)N2CCN(C3CCCC3)CC2)cc1 (configuration not stated) | 1.5 | 123 | -10 | 2.3 | -3 | -2 | 1.2 | 20 | 6 | 4 | 1.2
CN(C(=O)c1nc(-c2ccccc2)n(-c2ccccc2)n1)C1CCS(=O)(=O)C1 (configuration not stated) | 3.2 | nt | 2 | -0.8 | 0 | 3 | -0.3 | -13 | 0 | 2 | 1.1
O=C(COc1ccc([N+](=O)[O-])cc1)Nc1ccc2c(c1)CCC2 | 0.1 | 116 | -10 | 0.0 | 2 | -8 | 2.6 | -13 | -3 | 2 | 2.2
C=CCc1cccc2cc(C(=O)N(C)C)c(=O)oc12 | 3.1 | 103 | 3 | 1.1 | -2 | 4 | -0.6 | 5 | 14 | 8 | 2.0
COc1ccc(CCNC(=O)c2c(C)nn(-c3ccccc3)c2Cl)cc1OC | 2.2 | 94 | 15 | 0.2 | 2 | -3 | -2.3 | 13 | 8 | -6 | 1.1
Cc1ccc(C2Nc3ccccc3C(=O)N2Cc2ccco2)cc1 (configuration not stated) | 1.3 | nt | -19 | -1.0 | 2 | -12 | 3.4 | -19 | nt | 2 | 0.7
O=[N+]([O-])c1cc(S(=O)(=O)NC2=NCCCCC2)ccc1Cl | 0.7 | 90 | -4 | 0.3 | 0 | -7 | 0.9 | 18 | 242 | -25 | 1.5
Cc1cc(C)cc(N2CCCn3c2nc2c3c(=O)n(CC(=O)OCc3ccccc3)c(=O)n2C)c1 | 0.1 | 103 | -2 | -0.7 | -3 | 2 | 0.4 | -17 | -9 | 8 | nt
Cc1cc(C(=O)N/N=C2\CC(=O)CC(C)(C)C2)c(C)n1-c1ccccc1 | 0.7 | 104 | -24 | -1.3 | 2 | -9 | 3.4 | 2 | -3 | -6 | 3.8
O=C(O)c1c(-n2cccc2)sc2c1CCCC2 | 2.2 | 82 | 16 | -2.2 | 1 | 4 | -3.2 | 18 | 307 | -3 | 4.3
CCOc1cc(C(=O)O/N=C(\N)c2ccc([N+](=O)[O-])cc2)cc(OCC)c1OCC | 3.9 | nt | -55 | -0.8 | 13* | -8 | 11 | -15 | 4 | -41 | 2.0
O=C(c1cn(-c2ccccc2)nc1-c1cccc(Br)c1)N1CCOCC1 | 0.3 | 105 | 17 | 0.0 | 5 | 4 | -3.7 | 48 | 129 | 14 | 3.3
Cc1c(Cl)cccc1NC(=O)C1COc2ccccc2O1 (configuration not stated) | 0.0 | 96 | 11 | 2.4 | -3 | -1 | -2.1 | -11 | 8 | 5 | 2.3
CSc1ccccc1NC(=O)Cn1ccsc1=N | 2.8 | 98 | 3 | 1.0 | 1 | 6 | -0.7 | -8 | -7 | -11 | 1.9
COCc1ccc(CN2CCCCC2C(=O)Nc2ccc(Oc3ccccc3)nc2)o1 (configuration not stated) | 5.9 | 111 | 1 | -3.5 | 3 | -5 | -0.2 | -14 | -6 | 0 | 1.1
CCN1CCN(C(c2ccccc2)c2nnnn2Cc2ccc3c(c2)OCO3)CC1 (configuration not stated) | 3.0 | 104 | 2 | -0.2 | 0 | -4 | -0.3 | -11 | 2 | 6 | 1.2
Cc1ccc(OCCSCc2nc3ccccc3[nH]2)cc1 | 4.5 | 104 | 0 | 3.8 | 0 | -1 | 0.0 | -41 | -6 | -16 | 7.4
CN(C)c1ccc(O)c2c1CC1CC3[C@@H](N(C)C)C(=O)C(C(N)=O)=C(O)[C@]3(O)C(=O)C1=C2O (some centres not stated) | 99* | nt | 6 | 102* | 0 | -9 | -1.0 | -12 | 4 | -1 | 99*
